Rev-erbA mod: modulates human Rev-erb alpha binding to DNA; P20393; 370,000 compounds, 0.79% hits; activity, % at 10 µM; Rev-erbα–FITC-DNA binding, fluorescence polarization, 90 min;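 active means activity above about 14%, limit read from the data; passing the limit was not always enough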;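 further: 0% = DMSO wells with 35 nM protein and 100% = DMSO wells with 750 nM protein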
PLC-beta3 inh: blocks human PLC-beta3 enzyme activity; Q01970; Purified PLC-beta3, fluorogenic substrate, fluorescence; inhibition, % at 12.2 µM; 370,000 compounds, 0.18% hits; in the data active means inhibition above about 11%;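 further: 0% = median of compound wells on plate and 100% = full blocker control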
hgDAF12 agonist: agonists of H. glycines DAF-12 nuclear receptor; activation, % at 6.8 µM; 370,000 compounds, 1.8% hits; HEK293 GAL4-hgDAF12 UAS-luciferase reporter, agonist luminescence; normalized to butyrate control;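 active means activation above a cutoff set at the mean of all screened compounds plus 3 SD, cut at about 10% in these data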;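 further: 0% = DMSO wells and 100% = sodium butyrate wells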
sPLA2-III inh: Inhibits HGIII-sPLA2 liposome hydrolysis, primary screen; Q9NZ20; QFRET BODIPY PC-A2 liposome hydrolysis, fluorescence; inhibition, % at 12.2 µM; 370,000 compounds, 0.56% hits; AID 743126;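 active means inhibition above mean plus 3 SD of compounds lying within the high and low control bounds, cut at about 19% in these data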;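 further: 0% = median of test compound wells and 100% = no enzyme DMSO wells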
Target sequence (Q9NZ20 whole entry, looked up): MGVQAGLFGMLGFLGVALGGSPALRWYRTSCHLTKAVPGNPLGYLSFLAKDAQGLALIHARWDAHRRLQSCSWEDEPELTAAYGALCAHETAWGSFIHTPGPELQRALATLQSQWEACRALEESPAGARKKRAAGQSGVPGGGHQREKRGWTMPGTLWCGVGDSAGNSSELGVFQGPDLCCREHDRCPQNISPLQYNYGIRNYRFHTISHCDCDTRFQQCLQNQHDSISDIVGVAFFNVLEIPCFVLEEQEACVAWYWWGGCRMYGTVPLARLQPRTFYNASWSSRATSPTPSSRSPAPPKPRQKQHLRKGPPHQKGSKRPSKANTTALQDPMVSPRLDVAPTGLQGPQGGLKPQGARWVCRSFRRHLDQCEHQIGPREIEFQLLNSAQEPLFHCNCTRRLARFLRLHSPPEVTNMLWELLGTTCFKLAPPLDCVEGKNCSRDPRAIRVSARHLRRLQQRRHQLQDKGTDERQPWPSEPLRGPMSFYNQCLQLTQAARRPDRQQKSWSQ
hcDAF-12 act: activators of H. contortus DAF-12 nuclear receptor | HEK293 hcDAF-12 lit1-tk-luc reporter, luminescence; 0% DMSO, 100% Δ7-dafachronic acid | activation, % at 6.8 µM | 370,000 compounds, 1.4% hits | AID 652067;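 active means activation above the mean of all tested compounds plus 3 SD, cut at about 5.5% in these data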;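 further: 100% = response to 3 µM Δ7-dafachronic acid high control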
PG9 Ab binder: binds the HIV-1 gp120 antibody PG9 | TR-FRET gp120-PG9 antibody binding | inhibition, % at 6.7 µM | 360,000 compounds, 0.43% hits; in the data active means inhibition above about 8.5%
ssDAF12 agonist: activators of S. stercoralis DAF-12 nuclear receptor | HEK293 ssDAF-12/GRIP1 lit1-tk-luc reporter, luminescence; % of 3 µM dafachronic acid response | activation, % at 6.8 µM | 370,000 compounds, 1% hits | AID 652126;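 active means activation above the mean over all tested compounds plus 3 SD, cut at about 0.9% in these data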;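 further: 0% = DMSO-only wells and 100% = 3 µM delta7-dafachronic acid wells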
DAX1 inh-1: DAX1 (NR0B1) inhibition, primary screen | 370,000 compounds, 1.1% hits | inhibition, % at 6.8 µM | AID 652010 | HEK293T StAR-luciferase reporter, SF-1/DAX-1 repression relief;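 active means inhibition above the mean over all tested compounds plus 3 SD, cut at about 3.6% in these data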;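 further: 0% = DAX-1 cells with DMSO and 100% = cells lacking DAX-1 with DMSO; higher inhibition means more luminescence from relief of DAX-1 repression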
DAX1 inh-2: NR0B1 (DAX1) inhibition. AID 504766. 340,000 compounds, 0.99% hits. inhibition, % at 6.75 µM. HEK293 Gal4-DAX1 luciferase reporter, luminescence. P51843;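 active means inhibition above the mean over all tested compounds plus 3 SD, cut at about 4.2% in these data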;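 further: 0% = DAX1-transfected cells with DMSO and 100% = empty-vector control cells with DMSO; inhibition shows as a rise in luminescence from relieved DAX1 repression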
Target sequence (P51843 207-470 limits assumed): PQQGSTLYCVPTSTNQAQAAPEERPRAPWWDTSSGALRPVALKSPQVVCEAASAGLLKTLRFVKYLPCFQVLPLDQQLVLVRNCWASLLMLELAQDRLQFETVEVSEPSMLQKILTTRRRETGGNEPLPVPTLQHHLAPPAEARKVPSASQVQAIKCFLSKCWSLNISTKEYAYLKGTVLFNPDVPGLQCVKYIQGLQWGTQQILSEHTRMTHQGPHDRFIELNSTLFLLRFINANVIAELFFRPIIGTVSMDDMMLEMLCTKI
SMARCA2 activ: increases SMARCA2 function in MMTV reporter cells. MG213 cells, MMTV-luciferase reporter, dexamethasone, overnight. activation, % at 9.1 µM. 370,000 compounds, 1% hits; in the data active means activation above about 7.8%;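 further: 0% = vehicle wells and 100% = reference activator wells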
FXN GAA850 act: increases GAA850 frataxin promoter reporter activity; HEK293 lucGAA850 FXN promoter luciferase reporter, 24 h; percent of 10 µM SAHA response; 360,000 compounds, 0.56% hits; activation, % at 6 µM;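 active means activation above the average of all compounds screened plus 3 SD, cutoff fixed separately per campaign, cut at about 7.5% in these data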;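 further: 0% = DMSO wells and 100% = 10 µM SAHA wells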
Active calls of the source: *; i = inactive; x = no result given.

SMILES | Rev-erbA mod | PLC-beta3 inh | hgDAF12 agonist | sPLA2-III inh | hcDAF-12 act | PG9 Ab binder | ssDAF12 agonist | DAX1 inh-1 | DAX1 inh-2 | SMARCA2 activ | FXN GAA850 act
Cn1nc(-c2ccccc2)cc1NC(=O)c1cccs1 | 9 | -6 | 0.3 | 9 | -0.8 | 0.5 | -1.9 | 0.0 | 0.8 | -3 | 0.9
COc1ccc(OCC(=O)Nc2ccc(C)cc2)cc1 | -2 | 2 | 0.3 | -3 | 0.8 | -0.1 | -1.7 | 0.4 | 1.1 | 1 | 0.0
O=C(NC1CCCCC1)c1cnn2c(C(F)(F)F)cc(-c3ccco3)nc12 | -7 | i | 0.4 | -1 | -1.2 | 2.8 | -1.3 | -1.3 | 1.4 | -3 | 7.0
COCCNc1nnc(SCC(=O)NNC(=O)c2ccccc2)s1 | -1 | 2 | -3.4 | 1 | -0.3 | -1.8 | -0.9 | 0.7 | 0.4 | -2 | 1.3
COc1ccc(-c2noc(Cn3cc(S(=O)(=O)N4CCCC4)ccc3=O)n2)cc1 | 4 | -11 | 1.6 | -10 | -0.6 | 0.1 | -1.2 | -1.4 | 0.0 | 1 | 0.7
Cc1ccc(-n2c(=O)[nH]c3c(C(N)=O)nc(-c4ccc(C)o4)nc32)cc1 | 4 | -110 | -0.9 | -15 | -1.1 | 0.0 | -0.8 | 0.1 | 0.6 | 0 | 1.2
Cc1cc(N2CCN(S(=O)(=O)c3ccc(Br)cc3)CC2)n2ncnc2n1 | -6 | -3 | -1.9 | -4 | -1.2 | -0.1 | -1.7 | -0.6 | 1.0 | -1 | 2.6
CCOC(=O)n1c(=O)n(Cc2ccc(F)cc2)c2ccccc21 | -3 | 1 | -3.5 | -6 | -1.7 | -1.7 | -1.9 | -0.3 | 0.0 | -1 | 3.1
COC(=O)[C@]12C[C@H](CC(=O)NCCc3ccccc3OC)C(=O)N(Cc3ccco3)C1=C[C@H](C1CCCC1)O[C@@H]2C | -1 | 0 | -4.9 | -20 | -2.5 | x | -1.3 | -0.7 | x | -2 | x
Cc1ccc(-c2c(C(=O)N/N=C/c3sccc3C)nnn2-c2nonc2N)cc1 | 5 | -14 | 0.9 | -24 | -0.4 | 0.0 | -1.3 | -0.3 | -0.5 | -2 | -4.6
COC(=O)CCCCCN1C(=O)NC(c2ccc(-c3ccccc3)cc2)C(C(=O)OCc2ccccc2)=C1C (configuration not stated) | 1 | -2 | 0.8 | -3 | 0.0 | -0.8 | -1.0 | 0.1 | x | 1 | x
CN(C)S(=O)(=O)c1c(Cl)cccc1Cl | 2 | 2 | 1.1 | 0 | -0.8 | -2.7 | -1.5 | -0.2 | -1.7 | -1 | 5.0
Cc1cc(NC(=O)c2nn(C)c(C)c2Br)no1 | -3 | 2 | 2.2 | 1 | 2.6 | -1.9 | -0.5 | 4.6* | 0.4 | 4 | 4.1
CNCCCOc1cc(C)cc(C)c1C | 5 | 9 | -2.0 | 1 | -1.4 | -2.3 | -0.7 | 0.7 | -0.5 | -5 | 2.5
Nc1o[nH]c(=O)c1Cc1ccccc1 | -6 | -4 | 1.2 | 0 | 1.0 | -1.1 | -0.9 | 0.2 | 0.4 | -1 | -0.5
O=C(Nc1nccs1)c1ccc2ccccc2c1 | 0 | -6 | 21* | -3 | 17* | -3.2 | 2.2* | 2.5 | 2.7 | 3 | 3.3
Cc1csc(NC(=O)CN2C(=O)c3ccccc3C2=O)c1C(N)=O | 0 | -3 | 0.5 | 4 | -0.6 | -3.9 | -1.2 | -0.1 | x | 9.1* | 1.8
CC1=CC(=O)C(C(C)C)=C/C1=C(\c1cc(C(C)C)c(OP(=O)(O)O)cc1C)c1ccccc1C(=O)O | -11 | -5 | -2.2 | -19 | -3.0 | -2.2 | -1.4 | -0.4 | -2.1 | -4 | 2.5
Nc1[nH]c(C(=O)c2ccccc2)c(-c2ccc(Br)cc2)c1C(=O)c1ccc(Br)cc1 | -10 | -4 | 2.0 | -4 | 1.2 | 0.3 | -1.2 | -0.5 | x | -2 | x
CNc1nc(NCc2cccc(OC)c2)c2sccc2n1 | 5 | 1 | -3.7 | -5 | -3.3 | 0.8 | -1.1 | -3.0 | x | -3 | 1.3
CC1CCN(c2nc3c(c(=O)n(C)c(=O)n3C)n2CCSc2ncccn2)CC1 | 0 | -1 | 4.3 | 0 | 0.7 | 0.7 | -1.2 | 1.2 | -0.5 | -1 | 1.7
Cc1nnc(SCCn2c(N3CCCC(C)C3)nc3c2c(=O)[nH]c(=O)n3C)s1 (configuration not stated) | -5 | 4 | 1.5 | -1 | -1.0 | 0.2 | -1.1 | 0.3 | 1.0 | 3 | 1.4
CCOc1ccc(OCC)c(NC(=O)CN2CCN(c3cccc(C)c3C)CC2)c1 | 0 | 4 | 3.6 | 3 | -2.1 | -0.8 | -1.4 | -0.2 | 0.3 | -3 | 0.4
CC(C)NC(=O)C1(C)CCCCCN1C(=O)c1ccc(-c2ccccc2)cc1 (configuration not stated) | -8 | 0 | -2.2 | 7 | -1.4 | 2.2 | -1.3 | -3.0 | x | -2 | -0.1
COc1ccc(N(CCCN2C(=O)c3cccc4cccc(c34)C2=O)C(=O)c2cccnc2)cc1 | 1 | 1 | 0.7 | -7 | -1.5 | -0.6 | -0.9 | -0.2 | -1.1 | 2 | 2.0
O=C(CN(C(=O)c1csnn1)c1ccccc1F)NCc1ccc2c(c1)OCO2 | 5 | -4 | -1.4 | -4 | 1.9 | -1.2 | -1.0 | -0.1 | -0.4 | 3 | -1.6
CCCCOP(=O)(OCCCC)C1(NS(=O)(=O)c2ccccc2)C=CC(=O)c2ccccc21 (configuration not stated) | -2 | -21 | -3.4 | -36 | 0.9 | 1.6 | 0.7 | -0.6 | -0.3 | -1 | 0.8
CC1(c2nnc(-c3cccc(Cl)c3)o2)CC(c2cccc(F)c2)=NO1 (configuration not stated) | -1 | 0 | 0.8 | -12 | -1.3 | -0.4 | -1.0 | -0.2 | 0.9 | 0 | 1.2
COc1ccc([N+](=O)[O-])cc1NC(=O)c1cn(-c2ccc(C)c(C)c2)c(=O)c2ccccc12 | 0 | 6 | -2.4 | 9 | -0.6 | -0.2 | -0.9 | 0.2 | -0.3 | -4 | 0.5
O=C(Nc1nnc(Cc2ccc(Cl)cc2)s1)c1ccco1 | 0 | -6 | 0.5 | 1 | -0.4 | 4.7 | -1.2 | 0.1 | 0.9 | -1 | 3.2

Reprinted at random: 5 entries already listed, in no set order.
SMILES | Rev-erbA mod | PLC-beta3 inh | hgDAF12 agonist | sPLA2-III inh | hcDAF-12 act | PG9 Ab binder | ssDAF12 agonist | DAX1 inh-1 | DAX1 inh-2 | SMARCA2 activ | FXN GAA850 act
COc1ccc(N(CCCN2C(=O)c3cccc4cccc(c34)C2=O)C(=O)c2cccnc2)cc1 | 1 | 1 | 0.7 | -7 | -1.5 | -0.6 | -0.9 | -0.2 | -1.1 | 2 | 2.0
CCOc1ccc(OCC)c(NC(=O)CN2CCN(c3cccc(C)c3C)CC2)c1 | 0 | 4 | 3.6 | 3 | -2.1 | -0.8 | -1.4 | -0.2 | 0.3 | -3 | 0.4
COc1ccc([N+](=O)[O-])cc1NC(=O)c1cn(-c2ccc(C)c(C)c2)c(=O)c2ccccc12 | 0 | 6 | -2.4 | 9 | -0.6 | -0.2 | -0.9 | 0.2 | -0.3 | -4 | 0.5
CC1CCN(c2nc3c(c(=O)n(C)c(=O)n3C)n2CCSc2ncccn2)CC1 | 0 | -1 | 4.3 | 0 | 0.7 | 0.7 | -1.2 | 1.2 | -0.5 | -1 | 1.7
O=C(CN(C(=O)c1csnn1)c1ccccc1F)NCc1ccc2c(c1)OCO2 | 5 | -4 | -1.4 | -4 | 1.9 | -1.2 | -1.0 | -0.1 | -0.4 | 3 | -1.6

Three structures from above, arranged by heavy-atom count, ascending:
SMILES | Rev-erbA mod | PLC-beta3 inh | hgDAF12 agonist | sPLA2-III inh | hcDAF-12 act | PG9 Ab binder | ssDAF12 agonist | DAX1 inh-1 | DAX1 inh-2 | SMARCA2 activ | FXN GAA850 act
Cc1csc(NC(=O)CN2C(=O)c3ccccc3C2=O)c1C(N)=O | 0 | -3 | 0.5 | 4 | -0.6 | -3.9 | -1.2 | -0.1 | x | 9.1* | 1.8
CC(C)NC(=O)C1(C)CCCCCN1C(=O)c1ccc(-c2ccccc2)cc1 (configuration not stated) | -8 | 0 | -2.2 | 7 | -1.4 | 2.2 | -1.3 | -3.0 | x | -2 | -0.1
COc1ccc([N+](=O)[O-])cc1NC(=O)c1cn(-c2ccc(C)c(C)c2)c(=O)c2ccccc12 | 0 | 6 | -2.4 | 9 | -0.6 | -0.2 | -0.9 | 0.2 | -0.3 | -4 | 0.5

Other structures.
SMILES | Rev-erbA mod | PLC-beta3 inh | hgDAF12 agonist | sPLA2-III inh | hcDAF-12 act | PG9 Ab binder | ssDAF12 agonist | DAX1 inh-1 | DAX1 inh-2 | SMARCA2 activ | FXN GAA850 act
COc1ccccc1C(=O)Nc1ccc2c(C)cc(=O)oc2c1 | 4 | -8 | 9.9 | 5 | 2.3 | 17* | 0.1 | 1.8 | 2.9 | 5 | 2.6
O=C(NC1CC1)c1cc2c(s1)CS(=O)(=O)C2 | -1 | -2 | 2.1 | 0 | -0.6 | 0.9 | -0.9 | -0.3 | 1.8 | 2 | 0.0
COc1ccc(OC)c(NC(=O)CCNC(=O)Cn2cnc3ccccc3c2=O)c1 | -2 | -2 | -0.7 | -1 | -1.1 | -0.8 | -0.8 | -0.2 | 0.6 | 3 | 2.2
CCOc1c(S(=O)(=O)N2CCCC2)ccc(Cl)c1Cl | 2 | -1 | -3.0 | -7 | -2.2 | 0.8 | -1.3 | -1.3 | -0.8 | 0 | 4.5
O=C(Nc1nccs1)c1ccc(Cl)cc1[N+](=O)[O-] | 6 | 1 | -0.8 | 13 | 1.6 | -2.2 | -1.3 | -0.1 | -0.7 | -1 | 0.7
Cc1cc(C(F)F)n2ncc(C(=O)N3CCc4ccccc4C3)c2n1 | -4 | -19 | -3.9 | 4 | -2.5 | -0.5 | -1.6 | 0.3 | -0.9 | -2 | 2.1
CSc1n[nH]c(NC2=CC(=O)CCC2)n1 | 1 | -40 | -1.8 | 8 | -1.2 | 2.6 | -1.2 | -0.5 | 0.4 | 1 | -0.2
Cc1ccc(S(=O)(=O)CCc2ccccn2)cc1 | 1 | -3 | 1.5 | 6 | -0.9 | -1.8 | -1.6 | -0.6 | 0.2 | 2 | 1.1
CC(=O)N1c2c(cc(Br)cc2S(=O)(=O)NCc2ccc3c(c2)OCO3)CC1C (configuration not stated) | 4 | 7 | 0.1 | 6 | -1.7 | 3.6 | -0.6 | -0.1 | 1.2 | -8 | -0.6
COc1ccccc1N1CCN(C(=O)c2noc(C)c2[N+](=O)[O-])CC1 | 0 | -9 | -0.7 | -22 | -1.8 | -0.3 | -1.2 | -0.6 | 0.4 | 0 | 1.5
Nc1nc(-c2ccc(Oc3ccccc3)cc2)cs1 | 5 | -7 | 6.1 | -1 | 0.5 | 1.8 | -0.7 | 0.5 | 0.8 | 4 | 5.0
C[C@H](CO)N1C[C@H](C)[C@@H](CN(C)Cc2ccncc2)Oc2c(NC(=O)C3CCCCC3)cccc2C1=O | -2 | -1 | 2.6 | -2 | 0.6 | -0.1 | -0.4 | 0.5 | 1.6 | 1 | -0.2
